From PubChem BioAssay
NCI-60 one-dose screen, 48 h, at 10 µM unless noted. Numbers give growth in % (100 = growth as untreated, 0 = no growth, -100 = all killed).
SK-MEL-28 – SK-MEL-28 melanoma; hit rate 4.1% among 81,000; AID 1794761
BT-549 – BT-549 breast cancer | hit rate 4.4% among 78,000 | AID 1794793
MCF7 – MCF7 breast cancer | hit rate 6.3% among 82,000 | AID 1794796
HS 578T – HS 578T breast cancer | hit rate 4.1% among 78,000
T-47D – T-47D breast cancer | hit rate 5% among 79,000
MDA-MB-468 – MDA-MB-468 breast cancer; hit rate 8.5% among 78,000
MDA-MB-231 – MDA-MB-231 breast cancer; hit rate 5% among 81,000; AID 1794789
LOX IMVI – LOX IMVI melanoma; hit rate 7.4% among 79,000; AID 1794757
* = called active by the depositor; . = no result given; [ ] = dose if it differs, or a comment. The calls were made as follows: active = growth percent below 10; inactive = the rest. Compounds were not picked by outcome. Share with any hit: about 12%.

SMILES,MDA-MB-468,MCF7,HS 578T,BT-549,T-47D,LOX IMVI,SK-MEL-28,MDA-MB-231
CCN(CC)CCC(CNc1c(C)cnc2cc(Cl)ccc12)c1ccccc1 (stereo not drawn),95.0,75.6,91.4,98.8,101.8,68.1,99.1,77.3
O=C(C1CC1)N1CCN(Cn2sc3ccccc3c2=O)CC1,106.3,82.3,102.2,104.0,84.3,88.6,115.6,99.6
Oc1ccc2nc(-c3cnn4cccnc34)sc2c1,33.1,46.1,97.9,.,72.1,104.3,108.5,102.1
O=C(Oc1cccc(O)c1)c1ccccc1,107.9,96.8,72.1,121.4,94.1,96.1,107.6,98.6
S=C(S)OCCOC(=S)S,112.1,112.7,133.5,108.8,106.5,106.1,121.0,96.3
CN(C)c1nc(N)nc2c1ncn2C1OC(CO)CC1O (stereo not drawn),.,84.4,103.3,87.9,102.8,94.6,113.2,97.3
CC(=O)ON(C(C)=O)c1ccc(C(N)=O)cc1,108.3,97.4,98.3,88.9,102.4,108.2,107.0,108.1
COc1cc(OC)c(C(=O)/C=C/c2cccc(C(F)(F)F)c2)c(OC)c1,-9.4*,17.0,15.4,-2.5*,16.4,-16.7*,39.1,20.7
Clc1ccc(C(c2c[nH]c3ccccc23)N2CCCC2)cc1 (stereo not drawn),90.0,92.9,88.2,63.4,76.3,83.1,111.2,102.4
O=C1CCC(NNC(=S)Nc2ccc(Cl)cc2)N1 (stereo not drawn),119.0,100.5,101.7,106.8,104.5,99.3,113.0,108.5
COc1ccc(-c2nc(SCC(C)C)nc(Nc3ccc(C(=O)O)cc3)c2C#N)cc1,91.3,67.2,99.1,85.6,87.3,88.0,25.5,108.5
N#Cc1cnn(-c2nc3c(Cl)cccc3s2)c1N,85.3,68.1,84.2,90.4,.,81.4,102.2,60.6
C[Si](C)(C)C(c1ccccc1)c1ccccc1,.,106.1,98.9,107.6,91.4,95.9,115.1,123.4
COc1ccc2nc(NC(=O)Nc3c(F)cccc3F)sc2c1,96.1,95.6,117.3,.,106.1,105.9,103.3,118.9
CC(C)(C)C1=CC(CC(N)=O)(C(C)(C)C)OC1=O (stereo not drawn),102.5,95.9,102.2,94.9,105.4,98.4,103.3,102.5

Continued.
SMILES,MDA-MB-468,MCF7,HS 578T,BT-549,T-47D,LOX IMVI,SK-MEL-28,MDA-MB-231
C=CCN1C(=O)C(O)(CC(=O)c2cc3ccccc3oc2=O)c2ccccc21 (stereo not drawn),79.1,53.2,96.6,104.1,89.5,77.7,105.4,91.7
O=Cc1c(-c2ccc(F)cc2)nc2sc(-c3c[nH]c4ccccc34)nn12,85.5,77.2,91.8,95.2,74.2,97.8,.,94.7
Cc1ccc(C(=O)CS(=O)(=O)c2ccc(C)cc2)cc1,98.7,100.5,84.7,100.1,100.9,100.5,109.6,100.5
COc1ccc(-c2c3c(=O)n(C)c(=O)n(C)c3cn2-c2ccc(F)cc2)cc1,98.5,98.5,.,.,98.9,97.0,105.5,76.6
CN1CCc2c(sc3ncnc(N/N=C/c4cn(-c5ccccc5)nc4-c4ccc(Cl)cc4)c23)C1,-55.4*,-31.6*,46.6,41.1,35.9,-65.7*,45.0,4.6*
O=C(Nc1cccnc1Nc1ccc(Cl)cc1)c1cn(Cc2cccc(Oc3ccccc3)c2)nn1,63.3,19.6,39.9,52.2,48.1,31.1,61.7,53.3
COc1ccc(-c2nnc(CNc3ccc(F)c(Cl)c3)o2)cc1,122.8,100.5,119.3,110.6,91.2,104.2,116.4,108.3
Brc1ccc(Nc2csc(-c3ccccn3)n2)cc1,97.5,87.2,92.4,101.0,82.6,72.1,109.3,81.9
CC1CN=C(NS(=O)(=O)c2ccccc2)N1 (stereo not drawn),101.7,90.5,100.3,107.0,98.5,102.6,105.2,95.4
COc1ccc(Oc2ccc(/C=N/NC(=O)CSc3nc4ccccc4c(=O)n3-c3ccccc3)cc2)cc1,98.5,90.3,100.1,107.2,89.4,104.2,105.9,93.7
CCOC(=O)n1cc(-c2nonc2-c2cn(C(=O)OCC)c3ccc(F)cc23)c2cc(F)ccc21,101.9,88.7,84.9,101.8,86.5,94.0,105.6,92.1
CC(=O)OC1CCC2C3CCc4cc(OP(=O)(N5CC5)N5CC5)ccc4C3CCC12C (stereo not drawn),.,120.9,94.9,78.8,111.0,105.0,110.5,104.7
CCc1nc2cc(/C=C/C(=O)NO)ccc2c(=O)n1CCc1ccc(OC)cc1,14.1,10.5,41.8,55.1,-2.1*,-21.8*,30.0,16.8
S=c1sc2ccccc2n1CN(c1ccccc1)c1ccc2ccccc2c1,110.4,109.7,.,102.1,88.6,98.2,113.0,88.3
C=CCn1c(SCC(=O)c2ccccc2)nnc1-c1cc(-c2ccc(S(N)(=O)=O)cc2)nc2ccccc12,101.6,76.0,101.3,85.0,79.3,97.1,98.3,81.9

Next compounds follow.
SMILES,MDA-MB-468,MCF7,HS 578T,BT-549,T-47D,LOX IMVI,SK-MEL-28,MDA-MB-231
O=C(O)C(O)c1ccccc1Cl (stereo not drawn),94.4,94.6,100.5,99.2,79.9,95.4,107.8,94.5
COc1cc2c(=O)n(CCCCl)c3c4cc5c(cc4ccc3c2cc1OC)OCO5,78.9,35.4,89.1,60.7,51.3,74.8,115.3,86.4
Cc1ccc(C)c(C(=O)C2CC2)c1,109.7,100.5,.,105.2,103.4,105.4,102.1,98.4
O=[N+]([O-])c1ccc(/C=N\O)cc1,117.8,100.3,101.5,110.3,93.1,95.0,110.1,99.0
Cc1cc(C)cc(Nc2cc(C)nc3nc(C(F)(F)F)nn23)c1,25.5,-11.7*,71.7,49.0,29.5,24.1,50.8,50.1
COc1ccc(CCNC(=O)Cc2cc3c(cc2[N+](=O)[O-])OCO3)cc1OC,.,104.4,89.5,87.3,91.5,96.9,108.7,106.1
CCOC(=O)c1ccc(N=Cc2cc(Cl)cc(Cl)c2O)cc1,89.4,96.3,103.4,93.7,95.6,91.1,101.6,103.1
COc1ccc(/C=N/NC(=O)COc2ccc3c(C)c(Cc4ccccc4)c(=O)oc3c2C)cc1,99.6,90.6,88.3,104.0,80.9,92.4,96.7,78.9
Cc1ccc(NC(=O)c2ccc(Cl)cc2Cl)cc1C,102.5,97.3,115.4,118.0,.,98.5,114.2,103.4
O=C(Nc1c(Cl)cccc1Cl)OCCOc1ccc(Cl)cc1Cl,65.6,68.9,77.1,81.8,49.0,.,114.4,71.2
COc1nc2ccccc2cc1/C=N/O,85.5,73.3,61.7,89.7,82.8,94.7,97.3,99.4
Cc1ccc(C(=O)N/N=C/c2ccccc2)cn1,100.0,101.9,95.6,121.5,103.2,104.2,115.2,105.1
O=C1OC(c2cccc3c(F)cccc23)c2ccccc21 (stereo not drawn),103.4,108.8,105.1,96.9,100.0,108.4,112.6,94.5
Clc1ncnc2scc(C3COc4ccccc4O3)c12 (stereo not drawn),-3.8*,76.7,92.3,70.0,78.2,41.0,83.8,98.3
CC(=O)N=C1N(/C=C2\C(=O)Oc3ccccc3C2=O)C(=O)/C(=C/c2ccc(OC(C)=O)cc2)N1C,103.8,103.9,97.5,122.1,103.4,97.0,119.2,97.3

(more compounds)
SMILES,MDA-MB-468,MCF7,HS 578T,BT-549,T-47D,LOX IMVI,SK-MEL-28,MDA-MB-231
O=C(Cn1c(-c2cnccn2)nc2cc(Br)cnc21)NNC(=O)c1ccncc1,89.1,76.2,94.8,76.0,80.6,60.2,105.1,95.2
O=C(NNc1nc(Cl)nc(NC2CCCC2)n1)c1cccnc1,106.0[100 µM],98.1[100 µM],.,109.4[100 µM],64.1[100 µM],88.7[100 µM],110.6[100 µM],59.3[100 µM]
CC(=O)Cc1nsc(NC(=O)c2ccc(COc3ccccc3)o2)n1,90.9,91.9,95.3,96.8,92.3,94.4,110.8,97.6
COc1ccc(C2C3Cc4cc(OC)c(OC)cc4C3=NN2C(=O)Nc2ccc(F)cc2)cc1OC (stereo not drawn),99.4,89.6,.,102.4,84.2,89.8,114.9,92.7
O=S(=O)(Oc1ccc(-c2cn3ccsc3n2)cc1)c1cccc(C(F)(F)F)c1,92.9,90.1,101.8,118.9,103.2,112.4,99.6,100.6
Nc1nc(NS(=O)(=O)c2ccccc2)ncc1-c1nc2ccccc2[nH]1,106.9,98.4,100.0,103.9,101.0,100.6,101.8,102.2
C#CCNC(=O)[C@]12CC[C@@H](C(=C)C)[C@@H]1[C@H]1CC[C@@H]3[C@@](C)(CCC#N)[C@H](C(=C)C)CC[C@@]3(C)[C@]1(C)CC2,28.4,61.2,63.2,87.2,.,69.2,91.7,44.2
O=C(N/N=C/c1ccccc1[N+](=O)[O-])c1cc(-c2nc3ccccc3[nH]2)nc2ccccc12,87.9,85.6,100.2,72.0,58.0,82.0,101.1,88.7
Nc1ccc(S(=O)(=O)NCC(=O)O)cc1,114.4,97.1,96.0,106.7,108.6,92.7,115.5,113.0
C=C1SC(=Nc2ccc(Cl)cc2)N(c2nc(Cl)nc(Cl)n2)C12CCCCC2,102.7,105.3,107.3,120.4,90.9,85.1,116.9,100.3
CC1(C)CC[C@]23CC[C@]4(C)[C@H](CC[C@@H]5[C@H]6c7c([nH]c8ccccc8c7=O)C(C)(C)[C@@H]6CC[C@]54C)[C@H]2C1OC3=O,87.0,97.7,104.5,103.8,79.7,84.5,102.5,109.1
CCC(C)[C@H]1OC(=O)[C@H](C(C)C)N(C)C(=O)[C@@H](C(C)C)OC(=O)[C@H](C(C)C)N(C)C(=O)[C@@H](C(C)CC)OC(=O)[C@H](C(C)C)N(C)C1=O (stereo partly drawn),-0.3*,8.3*,32.9,0.7*,3.7*,7.9*,32.2,2.7*
Cn1c2ccccc2c2c(OC(=O)c3ccccc3)c3c(nc21)-c1ccccc1C3,100.2,72.7,107.3,94.0,63.7,88.3,110.5,85.6
CCOP(=O)(OCC)c1nc(-c2ccccc2)oc1NCCC(=O)O,121.8,101.9,113.7,117.4,97.2,104.9,111.6,105.5
COc1ccc(NC(=O)c2c(Nc3ccccc3)nn3c(-c4ccc(Cl)cc4)c(-c4nc5ccccc5s4)c(N)nc23)cc1,107.4,94.5,98.5,104.7,.,96.4,99.9,98.9
COc1cc(/C=N/NC(=O)Cn2nnc3ccccc32)cc(OC)c1OC,114.7,90.0,102.3,92.6,97.0,97.5,108.1,97.9
CN(C)C(=S)SCN1C(=O)c2ccc([N+](=O)[O-])cc2S1(=O)=O,88.4,97.4,93.0,80.8,102.2,92.9,109.1,105.7
O=C(O)c1cn(C2CC2)c2cc(N3CCN(S(=O)(=O)c4ccc(Cl)cc4Cl)CC3)c(F)cc2c1=O,34.9,17.6,.,86.3,73.6,61.4,50.9,93.7
